MCF10A rereplic: A quantitative high throughput screen for small molecules that induce DNA re-replication in MCF 10a normal breast cells; MCF 10A DNA re-replication, Hoechst nuclear intensity, 48 h; Potency, µM (doses to about 46.1 µM), for inactives: at the top dose activity, positive = re-replication, most hits filed as activators; actives 2.9% (n = 350,000); AID 624296, 2012; also: potency is read from the fitted curve at half-maximal effect; % of control where 0% means no effect; nearly all actives have a fitted effect of over 50% in size
KB-3-1 cytotox: qHTS assay for MDR1-selective chemotherapeutics: Primary screen using the parental adenocarcinoma cell KB-3-1. actives 1.4% (n = 400,000). KB-3-1 viability, CellTiter-Glo ATP luminescence, 72 h. AID 1347075, 2019. Potency, µM (series often up to 46.1 µM), for inactives: at the top dose activity change, negative = cytotoxic, most hits filed as cytotoxic; also: potency is read from the fitted curve at half-maximal effect; % is scaled to controls: 0 for no effect and ±100 for the full control effect; nearly all actives have a fitted effect of over 60% in size
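Cytotoxicity measured as CellTiter-Glo luminescence after 72 h at 37 C. Compound titrations were pinned onto drug-naive KB-3-1 parental adenocarcinoma cells grown in DMEM with 10% FBS, and normalized data fitted to concentration-response curves.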
D3 ag: qHTS of D3 Dopamine Receptor Agonist: qHTS | D(3) dopamine receptor (Homo sapiens), P35462 | D3R DiscoveRx beta-arrestin cells, luminescence, 90 min | max activation, % | actives 0.58% (n = 410,000) | AID 652048, 2013; in the data active = max activation above about 30%; also: 0% is about no effect; mostly tested at two doses, the higher about 12 µM
Target sequence (P35462 whole entry, looked up): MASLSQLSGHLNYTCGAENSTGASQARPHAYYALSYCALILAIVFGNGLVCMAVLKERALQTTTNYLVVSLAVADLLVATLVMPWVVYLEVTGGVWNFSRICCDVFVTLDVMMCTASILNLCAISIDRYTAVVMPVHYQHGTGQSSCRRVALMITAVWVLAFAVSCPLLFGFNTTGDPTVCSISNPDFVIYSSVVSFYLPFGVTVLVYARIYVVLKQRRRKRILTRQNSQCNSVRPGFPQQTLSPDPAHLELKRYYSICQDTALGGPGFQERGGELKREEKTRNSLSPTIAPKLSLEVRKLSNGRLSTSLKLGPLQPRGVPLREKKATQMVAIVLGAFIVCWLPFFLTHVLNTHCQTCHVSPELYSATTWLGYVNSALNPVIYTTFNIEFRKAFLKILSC
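Agonist mode: compounds and dopamine controls were applied to plated cells for 90 min at 37 degrees C after an overnight attachment at 1500 cells/well. Luminescent read-out followed 30 - 60 minutes at room temperature with DiscoveRx detection reagent.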
KB-V1 cytotox: qHTS assay for MDR1-selective chemotherapeutics: Primary screen using the drug-selected MDR subline cells KB-V1 | KB-V1 MDR cells viability, CellTiter-Glo, 72 h | Potency, µM (highest dose often 46.1 µM), inactives show top-dose activity change, negative = cytotoxicity, usual class: cytotoxic | actives 3.4% (n = 400,000); also: potency is read from the fitted curve at half-maximal effect; % is scaled to controls: 0 for no effect and ±100 for the full control effect; nearly all actives have a fitted effect of over 60% in size
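Readout: CellTiter-Glo luminescence, 10 min after addition. Cells: KB-V1 MDR subline, 72 h at 37 degrees C with compound. Analysis: corrected, normalized data fitted to concentration-effect curves.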
HEK293 tox: qHTS of GLP-1 Receptor Inverse Agonists: Cytotox Screen. HEK293 cAMP-luciferase reporter cells, luminescence, 24 h. Potency, µM (titrated, usually from 38.3 µM), for the others: at the top dose activity change, negative = inhibition, actives largely listed as inhibitors. actives 0.13% (n = 410,000). AID 624418, 2012;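 also: loss of luciferase light is scored as toxicity; potency is read from the fitted curve at half-maximal effect; % is scaled to controls: 0 for no effect and ±100 for the full control effect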
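Quantitative HTS format, 1536 wells, 200 cells/uL seeded. Compounds: 23 nL, 24 h, 37 °C. Detection: luciferase reagent, luminescence at 12 min RT; decreased signal taken as cytotoxic.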
HT1080-NT tox: qHTS for induction of synthetic lethality in tumor cells producing 2HG: qHTS for the HT-1080-NT fibrosarcoma cell line; HT-1080-NT fibrosarcoma viability, CellTiter-Glo ATP luminescence, 48 h; Potency, µM (titrated, usually from 46.1 µM), for the others: at the top dose activity, negative = less viability, most hits filed as cytotoxic; actives 1.6% (n = 360,000); AID 686970, 2013;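 also: NT is the 2HG producing partner of a matched IDH1 knockdown line; potency is read from the fitted curve at half-maximal effect; 0% = DMSO-treated cells and -100% = media-only wells without cells; nearly all actives have a fitted effect of over 55% in size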
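Read-out is CellTiter-Glo luminescence after 10 minutes at room temperature, following 48 hours' compound treatment of HT-1080-NT cells (750 cells/well, RPMI, 5% FBS, 37 degrees C).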
SW480 rerep: A quantitative high throughput screen for small molecules that induce DNA re-replication in SW480 colon adenocarcinoma cells. SW480 DNA re-replication, Hoechst DNA content imaging, 48 h. actives 1.8% (n = 340,000). Potency, µM (top dose mostly 46.1 µM), inactives show at the highest dose re-replication activation, usual class: activators; also: potency is read from the fitted curve at half-maximal effect; % of control where 0% means no effect; nearly all actives have a fitted effect of over 55% in size
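Image-based DNA-content assay: after two days of treatment, nuclei were labelled with the DNA dye Hoechst and imaged, and hits were compounds raising the count of nuclei showing high fluorescence intensity.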
IL-1B inflam inh: qHTS for Inhibitors of Inflammasome Signaling: IL-1-beta AlphaLISA Primary Screen; THP-1 LPS/ATP IL-1B secretion, AlphaLISA, 16 h; active compounds read low; activity change, % at 57.5 µM; actives 4.7% (n = 360,000); in the data active = activity change below about -50%; inconclusive = mostly about -30% to -49%; also: % is scaled to controls: 0 for no effect and ±100 for the full control effect
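THP-1 cells pretreated 1 hr with compounds (up to 57.5 uM final), then stimulated with LPS (250 ng/mL final) plus ATP (1.25 mM final); secreted IL-1B measured by AlphaLISA after 16 hr, decreased signal indicating inhibition.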
HT1080 IDH1KD tx: qHTS for induction of synthetic lethality in tumor cells producing 2HG: qHTS for the HT-1080-IDH1KD cell line; actives 2% (n = 360,000); HT-1080 IDH1 knockdown viability, ATP luminescence, 48 h; Potency, µM (top dose mostly 46.1 µM), for inactives: at the highest dose activity, negative = toxicity, actives largely listed as cytotoxic;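 also: potency is read from the fitted curve at half-maximal effect; 0% = DMSO wells and -100% = cell-free medium wells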
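Assay cells: HT-1080 with IDH1 knockdown, 750 per well, RPMI/5% FBS. Exposure: 48 h at 37 °C following 2 h pre-incubation. Read: CellTiter-Glo luminescence; fitted concentration-response, curve class assigned.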
* hit, by the source's call; ? = inconclusive; nt = not tested or not shown; & = joins results of further samples; [ ] = remark or other dose. Unless noted, calls follow the shape of the dose curve; as a rule, active = well fitted curve in the direction sought with a large enough effect; inconclusive = small, poorly fitted or top-dose-only effect, or another doubt; inactive = no such curve, though single readings can be large; an effect the other way counts as inactive or inconclusive. Compounds were not picked by outcome. Share with any hit: about 11%.

item	smiles	MCF10A rereplic	KB-3-1 cytotox	D3 ag	KB-V1 cytotox	HEK293 tox	HT1080-NT tox	SW480 rerep	IL-1B inflam inh	HT1080 IDH1KD tx
1	CC1(C)CC(=O)c2sc(NC(=O)c3ccco3)nc2C1	6%	-10%	-8	5%	8%	14%	2%	-10	-1%
2	CCOc1ccc2oc(C(=O)OCC(=O)NC3CC3)c(C)c2c1	7%	5%	4	2%	5%	8%	-6%	12	6%
3	CCCN(CCC)CCNS(=O)(=O)c1ccc2c(c1)oc(=O)n2C	3%	2%	-1	0%	4%	-5%	-9%	-22	-5%
4	CSc1cccc(NC(=O)CCCOc2ccc(Cl)cc2Cl)c1	-1%	13%	-5	3%	-6%	-4%	1%	-21	-15%
5	COc1cc(C(=O)OCC2CC(c3ccccc3)=NO2)cc(OC)c1OC (stereo not drawn)	7%	0%	-3	-9%	2%	14%	0%	-11	-11%
6	O=C(c1c[nH]c(C(=O)C(Cl)(Cl)Cl)c1)c1ccc(F)cc1Cl	9%	7%	-6	2%	-6%	-13%	26%	-63*	26µM*
7	COc1ccc(C(CNC(=O)c2ccc(C)o2)N2CCOCC2)cc1 (stereo not drawn)	6%	7%	-6	-25%	3%	6%	-4%	10	4%
8	CCN(Cc1nc2ccccc2c(=O)[nH]1)Cc1cc(=O)oc2cc(C)c(C)cc12	?	3%	2	?	-9%	-2%	4%	-8	-2%
9	O=C1C2C(c3ccccc3)C=CC(c3ccccc3)C2C(=O)N1c1ccccn1 (stereo not drawn)	1%	-1%	4	20%	19%	1%	-1%	-7	-3%
10	CC(C)(C)NC(=O)NC(=O)CN1CCCc2ccccc21	-3%	2%	-2	?	-1%	-5%	-1%	19	-5%
11	O=C(c1[nH]ncc1-c1ccccc1)C1CO1 (stereo not drawn)	?	-13%	12	10%	0%	?	?	-73*	?
12	COc1ccccc1NC(=O)C1=C(C)Nc2nc(CCCO)nn2C1c1ccc2c(c1)OCO2 (stereo not drawn)	-6%	?	3	1%	-1%	-3%	2%	-15	-3%
13	COc1ccc(S(=O)(=O)N2CCCC2c2cccs2)cc1 (stereo not drawn)	-2%	-1%	2	-21%	2%	1%	-5%	0	0%
14	CC(=O)c1c(C)[nH]c(C(=O)CSc2nnc(N)s2)c1C	22%	13%	9	20%	-8%	18%	-22%	17	-1%
15	CCN(CC)C(=O)Cn1cc(C(=O)C(=O)N2CCN(c3ccc(OC)cc3)CC2)c2ccccc21	3%	23%	-2	5%	2%	8%	?	-12	3%

Some of the entries above, reformatted.
10	CC(C)(C)NC(=O)NC(=O)CN1CCCc2ccccc21
- MCF10A rereplic = -3%
- KB-3-1 cytotox = 2%
- D3 ag = -2
- KB-V1 cytotox = ?
- HEK293 tox = -1%
- HT1080-NT tox = -5%
- SW480 rerep = -1%
- IL-1B inflam inh = 19
- HT1080 IDH1KD tx = -5%
11	O=C(c1[nH]ncc1-c1ccccc1)C1CO1 (stereo not drawn)
- MCF10A rereplic = ?
- KB-3-1 cytotox = -13%
- D3 ag = 12
- KB-V1 cytotox = 10%
- HEK293 tox = 0%
- HT1080-NT tox = ?
- SW480 rerep = ?
- IL-1B inflam inh = -73*
- HT1080 IDH1KD tx = ?
12	COc1ccccc1NC(=O)C1=C(C)Nc2nc(CCCO)nn2C1c1ccc2c(c1)OCO2 (stereo not drawn)
- MCF10A rereplic = -6%
- KB-3-1 cytotox = ?
- D3 ag = 3
- KB-V1 cytotox = 1%
- HEK293 tox = -1%
- HT1080-NT tox = -3%
- SW480 rerep = 2%
- IL-1B inflam inh = -15
- HT1080 IDH1KD tx = -3%

(list continues)
item	smiles	MCF10A rereplic	KB-3-1 cytotox	D3 ag	KB-V1 cytotox	HEK293 tox	HT1080-NT tox	SW480 rerep	IL-1B inflam inh	HT1080 IDH1KD tx
16	Cc1cc[n+](CC(=O)c2ccccc2)c2ccccc12	2%	16%&2%	2	-2%&5%	2%	-10%	-1%	26	-1%
17	CN(C)c1nc(-c2ccccn2)nnc1-c1ccccc1	19%	?	1	?	?	-24%	?	96	?
18	Cc1cccc(C)c1NC(=O)c1c[nH]c2ccccc12	1%	-1%	-7	-1%	-8%	-19%	6%	-21	-25%
19	CCn1c(SCC(=O)N2CCC(C(N)=O)(N3CCCCC3)CC2)nnc1-c1ccccc1	7%	2%	5	?	0%	9%	-4%[9.22 µM]	4	10%
20	Cc1ccc(C(=O)C(C)Oc2ccc3ccc(=O)oc3c2)cc1 (stereo not drawn)	17%	nt	-24	nt	-24%	5%	7%	-5	0%
21	COc1ccc(NC(=O)CCS(=O)(=O)c2cc3c4c(c2)CCN4C(=O)CC3)cc1OC	nt	4%	7	-15%	5%	nt	nt	nt	nt
22	COCOc1ccc(-c2cc(=O)c3c(OCOC)cc(OCOC)cc3o2)cc1	2%	0%	6	23%	4%	4%	3%	24	5%
23	COc1ccc(S(=O)(=O)NCCOc2cccc3cccnc23)cc1OC	-3%	-13%	16	-13%	-6%	-8%	-4%	-3	3%
24	CCSc1nc2ccccc2n1C(=O)c1ccc(S(=O)(=O)N2CCCCC2)cc1	35%	-7%	-15	5%	4%	?	?	-13	-32%
25	CCCCCOc1ccc(C(=O)NCCC(=O)NCCCC(=O)OCC)cc1	1%	-1%	8	-3%	-16%	-6%	0%	19	-12%
26	COc1ccc(C2/C(=C(/O)c3ccc(F)cc3)C(=O)C(=O)N2CCCN2CCOCC2)cc1OC (stereo not drawn)	7%	-1%	5	-4%	1%	7%	1%	16	2%
27	CC[C@]12c3[nH]c4ccc(Cl)cc4c3CCN1C(=O)[C@@H](CC(=O)NCCN1CCOCC1)C[C@@H]2C(=O)N1CCN(C(=O)c2ccco2)CC1	-1%	5%	0	8%	0%	0%	-25%	-7	0%
28	CC(=O)Nc1cccc(C(=O)/C=C/c2ccc[nH]2)c1	5%	1%	3	2%	-22%	1%	-44%	-23	11%
29	O=C(c1cc(-c2ccc3c(c2)OCO3)on1)N1CCOCC1	-7%	2%	4	?	-13%	12%	-8%	-14	-1%
30	C=C(C)Cn1c(N2CCN(c3ccc(OC)cc3)CC2)nc2c1c(=O)n(C)c(=O)n2C	16%	?	18	?	-12%[7.66 µM]	-16%	-3%	-11	-17%

[31] Cc1ccc(N(Cc2cccs2)C(=O)C(C)Oc2ccc(Cl)c(C)c2)cc1 (stereo not drawn)
[32] CC(CN(C)C)CN1c2ccccc2CCc2ccccc21 (stereo not drawn)
[33] CCOc1cc(/C=N\NC(=O)c2ccc(NC(=O)C(C)(C)C)cc2)ccc1OC(=O)c1ccc(OC)cc1
[34] CC1CCN(c2c([N+](=O)[O-])c(=O)oc3ccccc23)CC1
[35] Cc1cccc(C)c1OC(=O)CSc1nnc(-c2cccs2)o1
[36] Cc1ccc(NC(=O)N[C@@H](CC(C)C)C(=O)O)c(C)c1
[37] O=[N+]([O-])c1ccccc1CNCCCCO
[38] CCc1ccc(S(=O)(=O)Nc2ccc(C)c(NS(C)(=O)=O)c2)cc1
assay / entry,31,32,33,34,35,36,37,38
MCF10A rereplic,nt,-8%,-2%,12%,nt,6%,2%,0%
KB-3-1 cytotox,?,0%,-2%,-3%,7%,5%,20%,0%
D3 ag,-20,0&-21,-4,7,5,-4,2,0
KB-V1 cytotox,-13%,?,1%,?,11%,0%,1%,-5%
HEK293 tox,-25%,-3%,-14%,12%,7%,-2%,-2%,-1%
HT1080-NT tox,nt,-10%,15%,14%,nt,3%,12%,-1%
SW480 rerep,nt,-99%[inhibitor],-6%,33%,nt,-3%,-2%,-9%
IL-1B inflam inh,nt,0,20,-14,nt,34,12,15
HT1080 IDH1KD tx,nt,8%,3%,18%,nt,1%,10%,2%

[39] COCCNC(=O)c1n[nH]c2ccccc12
[40] O=C(N/N=C\c1ccc(Br)o1)C1COc2ccccc2O1 (stereo not drawn)
[41] Cc1cccc(OCCC(=O)Nc2ccc(C)c(S(=O)(=O)N3CCOCC3)c2)c1
[42] Cc1cc(C)nc(N(C#N)Cc2cccc(Cl)c2)n1
assay / entry,39,40,41,42
MCF10A rereplic,1%,4%,4%,8%
KB-3-1 cytotox,3%,-1%,?,-7%
D3 ag,10,-9,2,-2
KB-V1 cytotox,?,0%,-23%,1%
HEK293 tox,-4%,-17%,4%,14%
HT1080-NT tox,-1%,0%,1%,0%
SW480 rerep,2%,2%,-1%,10%
IL-1B inflam inh,16,-5,-15,6
HT1080 IDH1KD tx,1%,-2%,-16%,-4%
